Screening data: PubChem, National Center for Advancing Translational Sciences (NCATS)
B2AR arrestin = recruits beta-arrestin to the human beta2-adrenergic receptor; P07550; beta-arrestin recruitment to beta2AR, cell-based reporter; Potency, µM (titrated, usually from 46.1 µM), inactives show at the top dose activation, actives largely listed as activators; actives 0.02% (n = 330,000);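 note: potency is the fitted concentration of half-maximal effect; 0% = DMSO controls and full agonism = EC100 isoproterenol or metaproterenol; nearly all actives have a fitted effect of over 65% in size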
TSHR antagonist = human thyrotropin receptor antagonism; actives 0.2% (n = 330,000); AID 504810; activity change, negative = inhibition, % at 11.5 µM; TSHR-expressing cells, TSH-stimulated cAMP HTRF, 2 h; hits give low values; P16473;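 active = activity change below a set negative limit, meaning inhibition stronger than a set level, cut at about -70% in these data; inconclusive = activity change between two set negative limits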; note: % is set by controls: 0 for no effect and ±100 for the full control effect
Target sequence (P16473 whole entry, looked up): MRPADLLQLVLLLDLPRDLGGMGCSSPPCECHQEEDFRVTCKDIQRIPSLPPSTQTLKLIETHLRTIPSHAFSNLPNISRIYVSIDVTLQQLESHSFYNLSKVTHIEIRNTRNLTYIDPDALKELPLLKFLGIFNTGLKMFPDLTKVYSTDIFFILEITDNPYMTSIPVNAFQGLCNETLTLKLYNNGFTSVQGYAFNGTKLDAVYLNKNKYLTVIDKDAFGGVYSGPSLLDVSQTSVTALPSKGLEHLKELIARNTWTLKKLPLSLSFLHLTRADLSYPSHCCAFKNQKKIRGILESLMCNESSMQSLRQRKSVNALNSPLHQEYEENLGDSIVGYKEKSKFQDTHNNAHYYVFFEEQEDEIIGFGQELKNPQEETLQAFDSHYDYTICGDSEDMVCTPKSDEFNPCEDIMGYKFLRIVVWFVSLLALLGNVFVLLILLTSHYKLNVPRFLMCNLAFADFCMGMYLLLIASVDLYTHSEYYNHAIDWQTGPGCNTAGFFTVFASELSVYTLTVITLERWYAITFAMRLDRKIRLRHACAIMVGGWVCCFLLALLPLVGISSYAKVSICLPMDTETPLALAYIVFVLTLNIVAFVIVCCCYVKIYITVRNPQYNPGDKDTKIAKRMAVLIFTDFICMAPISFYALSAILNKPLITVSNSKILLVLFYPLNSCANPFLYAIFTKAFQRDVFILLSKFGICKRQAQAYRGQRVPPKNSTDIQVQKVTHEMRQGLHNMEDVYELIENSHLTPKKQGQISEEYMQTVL
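Inhibition of cAMP made by TSHR-expressing cells under TSH stimulation (4nM final, EC80; 2 h, 37 deg C) is quantified with a one-step lysis HTRF kit, anti-cAMP cryptate versus cAMP-d2.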
TCR act = activates T cell receptor signaling; primary human leukocytes, anti-CD3, IL-2 HTRF, 48 h; AID 504894; Potency, µM (series often up to 9.22 µM), without a hit: at the highest dose activation of IL-2 secretion, usual class: activators; 330,000 tested, under 10 active; note: % of control where 0% means no effect
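Using a-CD3 beads without co-stimulation, primary human leukocytes were exposed to compounds for 48 hr. An HTRF IL-2 kit measured the cytokine, with europium-to-d2 energy transfer producing emission at 665nm upon 320nm excitation.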
uPA generation = blocks generation of uPA at the cell surface | cell surface uPA generation assay, qHTS | AID 540303 | actives 0.31% (n = 330,000) | Potency, µM (highest dose often 38.3 µM), for inactives: at the highest dose activity change, negative = inhibition, usual class: inhibitors; active = well fitted inhibition curve with a large enough effect; inconclusive = small, poorly fitted or top-dose-only effect; inactive = no such curve, though single readings can be large or run the other way; tested in mouse RAW 264.7 cells; note: potency is the fitted concentration of half-maximal effect; % is set by controls: 0 for no effect and ±100 for the full control effect; nearly all actives have a fitted effect of over 55% in size
ELG1 DNA repair = inhibitors of ELG1-dependent DNA repair in HEK293T cells | HEK293T ELG1-luciferase reporter, luminescence, 16 h; DNA damage induced by 5-fluorouridine | Potency, µM (top dose mostly 46.1 µM), for the others: top-dose activity change, negative = inhibition, usual class: inhibitors | actives 2.3% (n = 330,000) | AID 504467; note: potency is the fitted concentration of half-maximal effect; % is set by controls: 0 for no effect and ±100 for the full control effect; nearly all actives have a fitted effect of over 55% in size
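5-Fluorouridine DNA damage + compound/DMSO, 2,000 cells/well, 16 h, 37 °C/5% CO2. ONE-Glo, 30 min RT, luminescence. Readout = decrease in reporter signal.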
Mito fusion act = inhibitors of mitochondrial division or activators of mitochondrial fusion. S. cerevisiae fusion-defective mutant growth rescue, CellTiterGlo 48 h. actives 0.23% (n = 320,000). AID 485298. Potency, µM (top dose mostly 46.1 µM), for the others: at the highest dose growth rescue (activation), actives largely listed as activators;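 note: potency is the fitted concentration of half-maximal effect; % of control where 0% means no effect; nearly all actives have a fitted effect of over 45% in size; temperature-sensitive fusion mutants such as fzo1-1 at 37 °C on non-fermentable ethanol glycerol medium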
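Luminescent cell viability in 1536-well qHTS format served as the measure of rescued growth in ts fusion-mutant S. cerevisiae cultured on non-fermentable YPEG for 48 hours at 37C.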
BCR signal inh = blocks chronic active B-cell receptor signaling; AID 493014; ABC-DLBCL IkBa-CBG/CBR reporter, luminescence ratio, 4 h; Potency, µM (doses to about 46.1 µM), without a hit: top-dose ratio change, negative = lower green/red ratio, usual class: inhibitors; actives 0.05% (n = 340,000); active = well fitted inhibition curve with a large enough effect in the signal ratio, with a control signal flat, not every such curve was filed as active; inconclusive = small, poorly fitted or top-dose-only effect, or effect the other way, or a change in a side signal; the % refers to the signal ratio;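 note: potency is the fitted concentration of half-maximal effect; plate controls were basal doxycycline-induced cells for no effect and cells given 10 µM MG132 for full effect; MG132 reads +100%, hits lower the ratio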
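Cell line TMD8 (human ABC DLBCL), stably expressing tet-inducible CBG68-IkBa fusion and CBR; IMDM/0.5% FBS; cpd up to 46 uM; dox induction, 4 h, 37C/5% CO2; dual luminescence; green/red ratio; MG132 control.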
Tb PFK block = T. brucei PFK enzyme inhibition; O15648; T. brucei PFK, ADP-Glo luminescence; Potency, µM (titrated, usually from 57.5 µM), without a hit: top-dose activity, negative = inhibition, most hits filed as inhibitors; actives 0.17% (n = 330,000); AID 485367;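 note: potency is the fitted concentration of half-maximal effect; 0% = uninhibited 1x PFK enzyme wells and -100% = no-enzyme wells; nearly all actives have a fitted effect of over 60% in size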
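PFK 1.25 nM, F6P 0.5 mM, ATP 0.1 mM, 0.1 M TEA pH 8.0, 5 mM MgCl2, 0.01% Tween20, 0.1% BSA; 45 min RT. ADP-Glo readout. qHTS titration up to 57 uM; curves fitted, compounds curve-classed.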
TSG101-PTAP inh = blocks PTAP/TSG101 interaction to inhibit HIV-1 budding; Fluorescence polarization, FITC-PTAP peptide / Tsg101 binding; 340,000 tested, under 10 active; Potency, µM (top dose mostly 115 µM), for the others: top-dose activity change, negative = inhibition, most hits filed as inhibitors; active = well fitted inhibition curve with a large enough effect in the main read-out, with a control signal flat, not every such curve was filed as active; inconclusive = small, poorly fitted or top-dose-only effect, or effect the other way, or a change in a side signal; inactive = no such curve, though single readings can be large or run the other way; note: potency is the fitted concentration of half-maximal effect; % of control where 0% means no effect
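Steps: Tsg101 binding domain dispensed (10 uM final), compounds pinned in DMSO, FITC-labeled PTAP-motif peptide added (50 nM final); after 20 min binding at room temperature, polarization measured.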
Eya2 inh = inhibitors of human Eya2 phosphatase activity; recombinant Eya2, OMFP fluorescence dephosphorylation (OMFP is methylfluorescein phosphate); Potency, µM (titrated, usually from 76.9 µM), without a hit: top-dose activity, negative = inhibition, usual class: inhibitors; actives 0.006% (n = 330,000); AID 488837; note: potency is the fitted concentration of half-maximal effect; % is set by controls: 0 for no effect and ±100 for the full control effect
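Eya2 (0.2 uM) preincubated 10 min at ambient with compound, then OMFP substrate added at 50 uM; 10 min reaction in 50 mM HEPES pH 7.5, 50 mM NaCl, 5 uM MgCl2, 0.05% BSA, 1 mM DTT. Fluorescence read at Ex 485/Em 525 nm.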
USP2a block = inhibitors of human ubiquitin-specific protease USP2a | O75604 | USP2 core, Ub-CHOP2 coupled fluorogenic reporter, 485/531 | Potency, µM (highest dose often 38.3 µM), for the others: top-dose activity change, negative = inhibition, hits mostly inhibitors | actives 0.01% (n = 330,000);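 note: potency is the fitted concentration of half-maximal effect; plate controls were DMSO wells for no effect and full inhibition by NEM control for full effect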
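Deubiquitinase activity read as fluorescence (485/531 nm) after Ub-CHOP2 cleavage activates the enterokinase reporter on its substrate; USP2 core 10nM, Ub-CHOP2 and substrate 25nM each, 30min compound preincubation then 60min RT; data normalized to NEM, curves fitted.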
Numbers without * were called inactive; u = inconclusive; x = no result given; & = joins results of further samples; [ ] = remark or other dose. Unless noted, calls come from the whole dose curve; as a rule, active = well fitted curve in the direction sought with a large enough effect; inconclusive = small, poorly fitted or top-dose-only effect, or another doubt; inactive = no such curve, though single readings can be large; an effect the other way counts as inactive or inconclusive.

compound,B2AR arrestin,TSHR antagonist,TCR act,uPA generation,ELG1 DNA repair,Mito fusion act,BCR signal inh,Tb PFK block,TSG101-PTAP inh,Eya2 inh,USP2a block
O=C(O)CC1(CC(=O)Nc2ccc(C(F)(F)F)cc2)CCCC1,-0.1%,-17,-3%,0%,3%,13%,u,1%,0%,16%,0%
CC(C)N(C(=O)[C@H]1C[C@H](CC(=O)NCC23CC4CC(CC(C4)C2)C3)C(=O)N2CCc3c([nH]c4cc(CCC(=O)N(C)C)ccc34)[C@]12C)C(C)C,-0.3%,-23,1%[46.1 µM],u,u,x,-1%,-5%,-4%,2%,-1%
Cc1c(C)c(C)c(C(=O)C2CCN(c3ccc([N+](=O)[O-])cn3)CC2)c(C)c1C,-0.3%,19,1%,-1%,0%,-7%,1%,-7%,-1%,9%,5%
COc1ccc(CN2CCC(C(=O)NCCc3ccc(OC)c(OC)c3)CC2)c(OC)c1,-0.1%,8,2%,-1%,-5%,-3%,u,-2%,1%,-12%,3%
Cc1ccc(C(=O)Nc2cc([N+](=O)[O-])ccc2F)s1,-1.1%,-2,1%[46.1 µM],-2%,3%,15%,-7%,-1%,-2%,-2%,2%
COc1ccc(N2CCN(C(=O)c3ccc4c(c3)[nH]c(=S)n3c5ccccc5nc43)CC2)cc1,0.2%,-13,x,x,-16%,-11%,17%,5%,x,2%,0%
Cc1ccc(NC(=O)CSc2nc3c([nH]c4ccccc43)c(=O)n2C)cc1,-0.3%,-5,0%,-11%,u,0%,5%,3%,-1%,6%,2%
CCOC(=O)N1CCc2c(sc(NC(=O)CN(CC)CC)c2C#N)C1,-0.1%,-2,1%,-2%,19%,0%,-7%,0%,-1%,-7%,-1%
CCCCCN(C(=O)CCC(=O)OCCOc1cccc(C)c1)c1c(N)n(CCCC)c(=O)[nH]c1=O,-0.1%,-10,1%,-2%,8%,-2%,-2%,-1%,2%,-25%,-2%
N#C/C(=C\c1cccnc1)C(=O)Nc1ccccc1[N+](=O)[O-],0.2%,-26,-8%,15%,u,-8%,u,0%,0%,-17%,-5%
C/C(=N\OCC(=O)Nn1c(=O)[nH]c2ccccc2c1=O)c1cccs1,0.3%,7,6%,-10%,4%,0%,4%,-5%,-1%,-1%,5%
Nc1nnc(-c2cccc([N+](=O)[O-])c2)o1,-0.8%,23,9%,3%,-1%,5%,3%,2%,-6%,-12%,5%
Cc1ccc2c(CSc3nnc(C4CC4)n3N)cc(=O)oc2c1,-1.0%,-4,-36%,-9%,7%,1%,-1%,-2%,-5%,0%,7%
O=C(Nc1cccc(O)c1)c1noc2c1CCc1ccccc1-2,0.1%,-20,1%,u,u,10%,u,-9%,-5%,-24%,0%
COc1ccc(CN(CC(=O)NC(C)C)C(=O)CCC(=O)Nc2nccs2)cc1,0.3%,-12,2%,2%,14%,-6%,2%,-2%,-3%,14%,1%
OCC1CCCCN1C(=S)Nc1ccc(Cl)cc1Cl (stereo unspecified),-0.4%,1,5%,9%,7%,4%,1%,-3%,-10%,9%,-2%
CC1CCCN(c2ccc(C(=O)Nc3nnc(C4CC4)s3)cc2[N+](=O)[O-])C1 (stereo unspecified),0.1%,-3,0%[46.1 µM],9%,-7%,-8%,3%,0%,-2%,0%,1%
COc1ccc(C2CC(c3ccccc3)=NN2C(=O)c2ccc(F)cc2)cc1 (stereo unspecified),-0.2%,1,10%,3%,19%,-12%,u,7%,-6%,5%,5%
CC1Cc2ccccc2N1C(=O)Cn1cnc2ccccc2c1=O (stereo unspecified),-1.4%,4,3%,10%,-1%,-3%,6%,0%,-6%,1%,1%
CCOc1ccc(NC(=O)CSc2nnnn2CC(=O)O)cc1,0.1%,5,5%[46.1 µM],4%,21%,3%,-5%,2%,0%,5%,4%
Cc1cccc(NC2SC(=O)N(c3ccccc3)C2=O)c1 (stereo unspecified),-0.2%,9,-4%,0%,u,-4%,u,-5%,-2%,-13%,1%
COc1ccc(-c2cncnc2-c2ccc(OC)cc2O)cc1,-0.4%,-3,-26%,9%,5.8µM*,20%,-1%,-3%,-1%,18%,4%
CC(C)CN1CCC(=O)N([C@H](CO)c2ccccc2)CC1,0.5%,4,-2%,-4%,18%,1%,u,-3%,-6%,-4%,1%
CC1CCC(NC(=S)NCCN(C)C)CC1 (stereo unspecified),-0.4%,-5,2%,x,u,-11%,-3%,0%,1%,1%,0%
CNC(=O)c1c[nH]c2ccc(S(=O)(=O)Nc3cccc(Cl)c3C)cc2c1=O,-0.1%,-5,x,x,x,-5%,u,-7%,x,1%,1%
COC(=O)c1ccc(NC(=O)C[n+]2ccccc2)cc1,4.0%,-6,7%,-2%,4%,1%,0%,0%,-5%,6%,2%
COC(=O)C(CC(C)C)NC(=O)CNC(=O)c1ccccc1C (stereo unspecified),0.0%,-4,4%,-1%,-6%,0%,-1%,1%,-1%,9%,-2%
Fc1ccc(C2CC(c3ccccc3)Nc3ncnn32)cc1 (stereo unspecified),0.5%,17,-3%,8%,12%,2%,-15%,-8%,-5%,7%,0%
CCc1cc2c(NCCO)ncnc2s1,-0.7%,-6,-3%,1%,-3%,2%,-2%,-1%,0%,12%,0%
NS(=O)(=O)c1ccc(CNC(=O)/C=C/c2ccccc2[N+](=O)[O-])cc1,0.1%,5,-1%,3%,2%,-1%,2%,-1%,-7%,-6%,2%
O=C(CSc1nnc(-c2ccc(S(=O)(=O)N3CCCC3)cc2)o1)NCc1ccco1,-0.2%,-1,x,x,-18%,2%,-5%,u,-2%,2%,0%
S=C(NC1CCCCC1)N1CCN(C2CCCCC2)CC1,-0.3%,21,-7%,-2%,-10%,-1%,-1%,-6%,-2%,0%,0%
O=C1OC[C@H](Cc2ccc3c(c2)OCO3)/C1=C\c1ccc2c(c1)OCO2,0.3%,-11,4%,u,-23%,9%,0%,0%,-5%,1%,-1%
COC(=O)c1c(C)n(-c2ccc(OC)cc2)c2ccc(O)cc12,0.3%,5,7%,5%,u,3%,u,4%,0%,-30%,3%
CN(C)S(=O)(=O)c1ccc(C(=O)OCc2nnc(-c3ccccc3)o2)cc1,0.2%,-10,1%,-1%,u,0%,u,2%,0%,5%,-1%
COc1cc(C)ccc1OCc1cc(C(=O)NCCN2CCCC(O)C2)no1 (stereo unspecified),-0.6%,0,2%,2%,1%,2%,0%,0%,-1%,3%,1%
CCN1CCN(C(=O)Cn2ncc3c2-c2ccccc2OC3)CC1,0.0%,1,-4%,-20%,2%,-2%,8%,-1%,0%,9%,4%
OC[C@H]1O[C@@H](n2cnc3c(NC4CCCC4)ncnc32)[C@H](O)[C@@H]1O,0.7%,-7&-5,-6%,-16%,9%,-10%&-6%,u,-9%,-6%,-4%&1%,-1%
Cc1nc(-c2c(C(F)(F)F)noc2-c2ccc(O)cc2O)cs1,-0.4%,-19,-2%,x,-21%,10%,u,0%,-8%,20%,2%
CCOC(=O)c1nc(N)sc1C(=O)OCC,0.0%,24,-2%,-8%,5%,4%,7%,3%,-3%,3%,3%
O=C(CCN1CCN(c2ccccc2F)CC1)c1ccc(Br)cc1,0.5%,0,-1%,-1%,1%,0%,-1%,-1%,0%,20%,-1%
COc1ccccc1S(=O)(=O)Cc1ccc(C(=O)N2CCCC2)o1,0.1%,2,-4%,8%,1%,1%,7%,-3%,1%,-1%,-6%
CC1CN(C(=O)CCNS(=O)(=O)c2ccc(Br)cc2)CC(C)O1 (stereo unspecified),-0.3%,-7,-5%,2%,7%,-2%,2%,-6%,0%,0%,0%
O=C(Cc1ccccc1)NCCC1=CCCCC1,-0.2%,4,-1%,12%,u,-1%,0%,6%,-5%,-1%,1%
O=C(Nc1ccc2ccccc2c1)c1onc2c1CCCC2,0.5%,-14,5%,-5%,u,1%,u,-1%,1%,-4%,1%
O=C(COC(=O)CCC(=O)c1ccc(F)cc1)Nc1ccc(Cl)cn1,-0.9%,-4,-5%,10%,u,x,1%,-2%,-9%,-2%,0%
COC(=O)c1cccnc1NC(=S)NC(C)C,-0.1%,3,6%,-14%,1%,2%,0%,-1%,1%,9%,0%
